Source: PubChem (National Center for Advancing Translational Sciences (NCATS))
DT40 TDP1 CPT = growth inhibition of DT40 Tdp1-/-;hTDP1 cells with camptothecin (screen for TDP1 inhibitors) | actives 12% (n = 420,000) | chicken DT40 Tdp1-/-;hTDP1 cells + 20 nM CPT, ATP luminescence, 48 h | AID 686979 | Potency, µM (highest dose often 46.2 µM), for inactives: at the top dose activity change, negative = growth inhibition, hits mostly inhibitors; also: nearly all actives have a fitted effect of over 55% in size
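Chicken DT40 Tdp1-/- cells complemented with human TDP1, 400 cells/well, exposed to compounds plus 20 nM camptothecin for at least 48 h at 37 C; viability read as ATP content by CellTiter-Glo luminescence.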
FEN1 inh = human FEN1 inhibition | Recombinant FEN1 flap cleavage, fluorescence, 15 min | Potency, µM (series often up to 114 µM), inactives show at the top dose activity change, negative = inhibition, usual class: inhibitors | P39748 | actives 0.35% (n = 390,000); also: nearly all actives have a fitted effect of over 65% in size
Target sequence (P39748 whole entry, looked up): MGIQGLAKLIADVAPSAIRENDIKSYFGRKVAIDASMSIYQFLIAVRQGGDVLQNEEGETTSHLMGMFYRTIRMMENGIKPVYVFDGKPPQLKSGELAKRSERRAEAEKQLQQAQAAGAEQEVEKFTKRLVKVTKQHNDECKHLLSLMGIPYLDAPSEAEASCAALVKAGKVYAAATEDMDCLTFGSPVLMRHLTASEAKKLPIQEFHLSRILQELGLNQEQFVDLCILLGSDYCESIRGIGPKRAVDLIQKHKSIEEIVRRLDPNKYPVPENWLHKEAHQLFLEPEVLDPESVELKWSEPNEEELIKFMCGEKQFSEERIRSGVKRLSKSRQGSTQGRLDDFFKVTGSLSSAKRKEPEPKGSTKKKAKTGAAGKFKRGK
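With each library titrated from low to high concentration, compounds met 10 nM FEN1 for 15 min at room temperature before 50 nM substrate was added; readings at 0 and 15 min fed four-parameter Hill curve fits.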
N370S GC = inhibitors or activators of N370S glucocerebrosidase for Gaucher disease; P04062; N370S GC spleen homogenate, 4MU-glucoside fluorescence; Potency, µM (top dose mostly 59.4 µM), inactives show at the top dose activity change, negative = inhibition, most hits filed as inhibitors; actives 0.092% (n = 330,000); AID 2101;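 also: 0% = full enzyme activity and -100% = no enzyme basal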
Starred values were filed as active, the others as inactive; u = inconclusive; x = no result given; & = joins results of further samples. Calls follow the shape of the dose curve; as a rule, active = well fitted curve in the direction sought with a large enough effect; inconclusive = small, poorly fitted or top-dose-only effect, or another doubt; inactive = no such curve, though single readings can be large; an effect the other way counts as inactive or inconclusive. Unless noted, % is scaled to controls: 0 for no effect and ±100 for the full control effect; potency is read from the fitted curve at half-maximal effect. Not all compounds are listed. The share of hits here may be higher or lower than overall.

The opening seven records, to show the layout:
SMILES | N370S GC | DT40 TDP1 CPT | FEN1 inh
Cc1ccc(C(=O)Oc2c(S(=O)(=O)c3ccccc3)c(C)nn2-c2ccccc2)cc1 | x | 3% | -8%
CCOc1ccc2c(c1)C(c1ccc(C)o1)=NNC(c1ccncc1)=N2 | -16% | -6% | -16%
Cc1cc(C(=O)NC2CCCc3c2cnn3-c2ccc(C(C)(C)C)cc2)n[nH]1 (stereo unspecified) | 2% | 21µM* | -10%
CCOC(=O)Cn1c(S(=O)(=O)Cc2cccc(F)c2)nc(-c2ccccc2)c1-c1ccccc1 | u | 8.2µM* | -3%
CCCNC(=O)c1oc2ccc3c(c2c1C)C(=O)CC(C)(C)O3 | -16% | -17% | 15%
COc1ccc(CN2CN(S(=O)(=O)c3ccccc3)c3nc4ccccc4nc32)cc1 | 8% | u | -4%
CCOc1ccc(OCCC(=O)NNC(=O)c2cc(OC)c(OC)c(OC)c2)cc1 | 0% | 2% | -1%

Main list, from the first entry:
SMILES | N370S GC | DT40 TDP1 CPT | FEN1 inh
Cc1ccc(C(=O)Oc2c(S(=O)(=O)c3ccccc3)c(C)nn2-c2ccccc2)cc1 | x | 3% | -8%
CCOc1ccc2c(c1)C(c1ccc(C)o1)=NNC(c1ccncc1)=N2 | -16% | -6% | -16%
Cc1cc(C(=O)NC2CCCc3c2cnn3-c2ccc(C(C)(C)C)cc2)n[nH]1 (stereo unspecified) | 2% | 21µM* | -10%
CCOC(=O)Cn1c(S(=O)(=O)Cc2cccc(F)c2)nc(-c2ccccc2)c1-c1ccccc1 | u | 8.2µM* | -3%
CCCNC(=O)c1oc2ccc3c(c2c1C)C(=O)CC(C)(C)O3 | -16% | -17% | 15%
COc1ccc(CN2CN(S(=O)(=O)c3ccccc3)c3nc4ccccc4nc32)cc1 | 8% | u | -4%
CCOc1ccc(OCCC(=O)NNC(=O)c2cc(OC)c(OC)c(OC)c2)cc1 | 0% | 2% | -1%
O=C(c1cnn2c(C(F)(F)F)cc(-c3ccccc3)nc12)N1CCOCC1 | 8% | u | 12%
CCc1nc(C)cn1S(=O)(=O)c1ccc(Cl)c(Cl)c1Cl | 1% | 18µM* | -8%
CN(C)/N=C/C=C1\CC/C(=C\c2ccc(F)c(F)c2)C1=O | x | -12% | -12%
O=C(O)C1CCN(C(=O)OCc2ccccc2)CC1 | 2% | 2% | -3%
CC1CCN(S(=O)(=O)c2ccc3nc(NCc4ccc(N(C)C)cc4)ccc3c2)CC1 | x | 23µM* | -11%
COc1cccc(N2CCN(c3cnc4ccccc4n3)CC2)c1 | u | -1% | 9%
Cn1c(N)c(C(=O)COC(=O)c2ccc(Br)o2)c(=O)n(C)c1=O | -13% | 0% | 3%
CCOCCCn1c(SCC(=O)Nc2ccccc2OC)nc2ccccc2c1=O | u | u | -24%
Cc1cccc(NC(=S)NC2CCCCC2)n1 | u | 26µM* | 2%
CC(C)OCCCNC(=O)[C@H]1N2C(=O)c3ccccc3C2SC1(C)C (stereo partly specified) | -3% | 2% | 3%
Cc1ccccc1NC(=O)C1CCCN1S(=O)(=O)c1cccc2cccnc12 (stereo unspecified) | -11% | u | 20%
C/C=C1\C2C=C(C)C[C@@]1(N)c1ccc(=O)[nH]c1C2 | -15% | 19% | x
CN(CC(=O)Nc1ccc(Cl)c(C(F)(F)F)c1)C(=O)CCc1nc2ccccc2c(=O)[nH]1 | x | u | 1%
C[C@@H]1CN([C@H](C)CO)C(=O)c2cc(NC(=O)C3CCCCC3)ccc2O[C@@H]1CN(C)Cc1ccncc1 | x | u | -3%
COc1ccc(N2CCN(C(=O)COC(=O)COc3ccc(C#N)cc3)CC2)cc1 | -5% | 0% | 6%
COCc1nnc(NS(=O)(=O)c2ccc(NC(C)=O)cc2)s1 | -9% | 2% | 3%
CCCn1nc(C(=O)Nc2ccc3nc(C)sc3c2)c2ccccc2c1=O | 6% | u | -17%
COc1cccc(-c2nc(NC3CCCC3)c3ccccc3n2)c1O | -11% | u | -30%

Further compounds.
SMILES | N370S GC | DT40 TDP1 CPT | FEN1 inh
COc1ccc([N+](=O)[O-])cc1NC(=O)C1(c2ccc(OC)c(OC)c2)CCOCC1 | 11% | 4% | -9%
Cc1ccc(-c2nc(NCCCO)c3ccccc3n2)cc1 | u | u | -6%
CCCOc1ccc(Oc2ccc(S(=O)(=O)N3CCN(C)CC3)cn2)cc1 | -3% | -26% | 5%
OCCN=C1CCCc2c1[nH]c1ccc(Br)cc21 | 15% | u | -2%
COc1ccc(CCNC(=O)c2cc(-c3cc(C)c(C)cc3O)n[nH]2)cc1OC | -7% | u | -19%
COc1ccc(Cl)cc1-n1c(=S)sc2c(=O)[nH]c(SCC(=O)NCCC(C)C)nc21 | 18% | -6% | -3%
COc1ccc(CN(CCN(C)C)c2ncccn2)cc1 | -3% | -18% | x
Oc1[nH]c2ccccc2c1N=Nc1ccccc1Cl | x | -17% | -1%
O=C(c1ccccc1)N1N=C(C(F)(F)F)CC1(O)c1ccccc1O (stereo unspecified) | 7% | -7% | 12%
Cc1cc(=O)oc2cc3c(cc12)OCO3 | u | -2% | 9%
CCc1ccc(CNC(=O)C2COc3ccccc3C2)cc1 (stereo unspecified) | x | -7% | -2%
CC(C)(C)C(=O)N1CCN(S(=O)(=O)c2ccc3c(c2)OCCCO3)CC1 | 3% | u | -1%
Cc1ccc(-c2nc(CS(=O)(=O)CC(=O)Nc3cc(C)ccc3C)c(C)o2)cc1 | x | u | 8%
CC1(C)OC2C(O1)[C@@H](CO)O[C@H]2n1cnc2c(N)ncnc21 (stereo partly specified) | 1% | 7% | -6%
Nc1nnc(SCc2ccccc2)n1-c1ccccc1 | 17% | -11% | 5%
CCOC(=O)C(C)Sc1nc(N2CCOCC2)c2c(c1C#N)CC(C)(C)OC2 (stereo unspecified) | x | 0% | -8%
CCN(C(=O)COC(=O)c1c(-c2ccccc2)noc1C)c1c(N)n(Cc2ccccc2)c(=O)[nH]c1=O | -7% | -19% | 5%
Cc1ccc(CCNC(=O)c2ccc(Nc3nc4ccccc4n4nnnc34)cc2)cc1 | x | u | -5%
CN(CC(=O)Nc1ccc(F)cc1)CC(=O)N1CCCCCC1 | x | 1% | -1%
COc1ccc2cc3c(N)c(C(=O)N4CCCC4)sc3nc2c1 | 4% | u | u
COc1ccc(CNC(=O)CCS(=O)(=O)c2cc3c4c(c2)CCN4C(=O)CC3)cc1 | x | -8% | 2%
COc1cc(C(=O)NCC2(c3ccccc3)CCCC2)ccc1OC(C)C | 1% | 21µM* | -6%
CC1CCCCC12NC(=O)N(CC(=O)OCC(=O)c1ccc(OC(F)F)cc1OC(F)F)C2=O (stereo unspecified) | -21% | -22% | 2%
COc1cc(C2NC(=O)NC(C)=C2C(=O)OCc2ccc(C)cc2)cc(OC)c1OC (stereo unspecified) | -15% | u | -11%
CCCCOc1cccc(C(=O)N(Cc2cccs2)c2ccc(OC)cc2)c1 | x | u | -9%

2 records picked at random from the list so far:
SMILES | N370S GC | DT40 TDP1 CPT | FEN1 inh
COc1ccc(CCNC(=O)c2cc(-c3cc(C)c(C)cc3O)n[nH]2)cc1OC | -7% | u | -19%
CCc1ccc(CNC(=O)C2COc3ccccc3C2)cc1 (stereo unspecified) | x | -7% | -2%

(listing goes on)
SMILES | N370S GC | DT40 TDP1 CPT | FEN1 inh
N#Cc1nc(-c2ccc(F)cc2)oc1NCc1ccccc1 | 2% | u | 4%
CCN(CC)c1ccc(/C=C/c2ccnc3ccccc23)cc1 | x | u | -10%
COC(=O)c1cc2n(n1)CCN(Cc1ccccc1Cl)C2=O | 3% | -15% | 1%
Cc1cccc(-c2ocnc2C(=O)N2CCN(C(=O)c3cccs3)CC2)c1 | -3% | -10% | 4%
O=C(C[n+]1ccc(C(=O)NCc2ccccc2)cc1)c1ccc(OC(F)F)cc1 | -28% | 2% | -6%
Cc1ccc2c(c1)C1CN(C)CCC1N2S(=O)(=O)c1cccc(C(F)(F)F)c1 (stereo unspecified) | x | u | 12%
COc1ccc(C(=O)N(CCc2ccccc2)Cc2ccccc2)c(OC)n1 | -9% | u | -20%
CN(c1nc2ccccc2n2c(C3CC3)nnc12)S(=O)(=O)c1ccccc1 | 3% | -27% | 16%
Cc1ccc(C23CC4CC(CC(CC(=O)N5CCOCC5)(C4)C2)C3)cc1 | 20% | u | -7%
Cc1csc(NC(C)c2nc3cc(C(F)(F)F)ccc3n2CCOCCO)n1 (stereo unspecified) | x | u | 2%
CCOC(=O)C1CCN(S(=O)(=O)c2ccc(C(C)(C)C)cc2)CC1 | -4% | -13% | 10%
COC(=O)N1C(=O)[C@@](c2ccccc2)(C2CCCCC2)N1C(=O)OC | -4% | u | -20%
CCCCOC(=O)CCc1nc2ccccc2[nH]1 | 0% | -2% | 6%
CC1CCN(S(=O)(=O)c2cn(CC(=O)N3CCN(C)CC3)c(=O)c3ccccc23)CC1 | 1% | -5% | -1%
c1ccc(CNc2ccc3ccccc3n2)nc1 | 13% | -21% | -1%
CCCNC(=O)COc1coc(CN2CCN(c3ccccc3F)CC2)cc1=O | 1% | -25% | -3%
C/C(=N/N=C(\C)c1ccccc1O)c1ccccc1O | -11% | -21% | -4%
Nc1ccc2c3c(cccc13)-c1ccccc1-2 | x | 2% | 2%
CCOc1ccc(-c2cnc(NCc3cccc4ccccc34)n2CCOC)cc1 | -1% | u | -23%
Cn1ccnc1/C(=N\NC(=O)c1ccc(O)cc1)c1cccc([N+](=O)[O-])c1 | -1% | -30% | 0%
CC(=O)c1cccc(NC(=O)c2nc(-c3ccccc3)oc2C)c1 | 4% | u | -13%
COc1ccc(/C=N/Nc2nc(N3CCCC3)nc(N3CCCC3)n2)cc1O | -2% | -22% | 2%
CCOC(=O)c1cc(C(=O)Nc2ccc(C)c(F)c2)nn1C | -5% | -14% | 12%
CC1(C2CC2)NC(=O)N(CC(=O)Nc2cc(S(=O)(=O)N3CCCCC3)ccc2Cl)C1=O (stereo unspecified) | x | -13% | -17%
Cc1cc(Cl)ccc1NC(=S)NCc1cccs1 | -2% | -4% | 0%

The listing continues.
SMILES | N370S GC | DT40 TDP1 CPT | FEN1 inh
O=C(C=Cc1ccco1)N1CCOCC1 | x | -19% | -5%
COc1ccc(CCNS(=O)(=O)CC23CCC(CC2=O)C3(C)C)cc1OC (stereo unspecified) | 1% | 0% | -12%
COc1ccc(CCNC(=O)COC(=O)Cc2ccccc2[N+](=O)[O-])cc1 | x | 18% | 0%
O=C(NC1CCN(Cc2ccccc2)CC1)c1ccc(I)cc1 | 6%&-19% | -22%&10% | x
CCc1nc(SCc2cc(=O)[nH]c3ccccc23)c2c(C)c(C)sc2n1 | x | -8% | 14%
CC(=O)NS(=O)(=O)c1ccc(N2C(=O)CC(Sc3nccc(C)n3)C2=O)cc1 (stereo unspecified) | -2% | -8% | -17%
CCOc1cc(N2CCOCC2)c(OCC)cc1NC(=S)NCCCOC | -2% | -2% | -6%
O=C(CCN1C(=O)C2C3CCC(C3)C2C1=O)Nc1ccc(Cl)cc1Cl (stereo unspecified) | -9% | 2% | -3%
COc1ccc(-c2cnn3c(N)c(S(=O)(=O)c4ccccc4)cnc23)cc1 | 10% | u | -5%
O=C(Oc1c(Cl)cc(Cl)c2cccnc12)c1cccc([N+](=O)[O-])c1 | -4% | 2.9µM* | -12%
CC(C)(C)OC(=O)NCc1ccc(NC(=O)c2nc[nH]c2C(=O)N[C@@H](Cc2ccccc2)C(=O)OCc2ccccc2)cc1 | 15% | u | 2%
Nc1nc(NCC(=O)O)nc(N2CCCCCC2)c1[N+](=O)[O-] | -16% | 5% | -1%
CC(C)[C@H](NC(=O)N1CC(=O)Nc2ccccc21)C(=O)N[C@@H](Cc1ccccc1)C(=O)O | -7% | 15% | 14%
O=C1CS/C(=N/N=C/c2ccccc2)N1c1ccc(O)cc1 | -9% | 17% | -4%
O=C(NCc1ccco1)NC1CCCCC1 | -7% | 3% | 6%
CC1CCN(c2nc(-c3ccc(C(C)(C)C)cc3)nc3ccccc23)CC1 | x | u | -10%
N#CC1=C(N)SC(N)=C(C#N)C1Cc1ccccc1 | -22% | u | -21%
O=C(O)C1CCCCN1C(=O)c1cc2c(s1)CCCCC2 (stereo unspecified) | x | -19% | -20%
CCN(Cc1nc2ccccc2c(=O)[nH]1)C(=O)C1CC(=O)N(c2cccc3ccccc23)C1 (stereo unspecified) | x | -2% | -7%
O=c1cc(CSc2ccccc2)nc(-c2ccncc2)[nH]1 | -4% | 14% | 12%
CCOC(=O)CSc1ncc(-c2ccccc2)cn1 | 7% | -9% | 5%
CC1C2CC(CC1(C)C)N(C(=O)Nc1ccc3nccnc3c1)C2 (stereo unspecified) | 8% | u | -2%
CCOc1ccc(CNC(=O)c2cc3cc(S(=O)(=O)N4CCCCC4)ccc3n2C)cc1 | x | 18µM* | 8%
